EWS-Fli inh = EWS/Fli-driven NR0B1 reporter inhibitors, primary screen, A673 cells, NR0B1 luciferase, luminescence, MLPCN library; viability-normalised; inhibition, % at 12.6 µM; hit rate 0.67% among 350,000; AID 651661, 2012;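 active = mean inhibition of at least 50% after viability correction, with every replicate also passing that limit; inconclusive = mean reaches 50% but only one of two replicates passes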;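 also: firefly luciferase signal divided by Alamar Blue viability fluorescence both relative to DMSO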
PAX8 reporter = inhibitors of PAX8-driven TPO luciferase reporter, primary screen, RMG-I cells, single concentration | SteadyGlo, 24 h | hit rate 1.2% among 360,000 | AID 652154, 2013 | inhibition, % at 12.6 µM;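 active = mean replicate inhibition at least 60% with every replicate also reaching 60%; inconclusive = only one of the two criteria is met; inactive = mean below 60% and not all replicates reaching 60%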;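 also: luciferase light reporting Pax8 driven TPO promoter activity; plate controls were median of neutral control wells for no effect and mitoxantrone controls for full effect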
CFTR F508del cor = F508del CFTR correction, initial screen, CFBE line, single point. CFBE cells, YFP halide quenching; stimulated with forskolin plus potentiator P3; % fluorescence drop versus neutral controls. activity (quench increase), % at 7.58 µM. hit rate 0.36% among 350,000;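 active = mean added fluorescence quench of at least 8% versus neutral control, with both replicates also reaching 8%; inconclusive = only one of the mean or replicate conditions met; inactive = mean below 8% and not both replicates reaching 8%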;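 also: cells transiently co-express mutant CFTR-F508del with the halide-sensitive YFP; corrector assay measuring rescue of mutant channel to the surface after 24 h compound exposure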
DENV2 CPE = inhibitors of DENV2 cytopathic effect, primary screen, cell-based, plate reader, single concentration; hit rate 1.7% among 350,000; CPE inhibition, % at 9.99 µM; DENV2-infected cells, cytopathic effect rescue; AID 651640, 2012; in the data active = CPE inhibition above about 20%, passing the limit was not always enough; inconclusive = no clear call, values can overlap the other calls; tested in BHK-21 cells;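 also: 0% = median of neutral control wells and 100% = median of positive control wells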
miR122 inh = miR-122 Renilla sensor signal increase in Huh7, primary screen, miR-122 inhibitor project, cell-based, single point, plate reader; Huh7 miR-122 Renilla luciferase sensor, 48 h; neutral wells = 0, positive control = 100; activation (reporter increase), % at 12.5 µM; hit rate 0.3% among 340,000;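 active = mean replicate activation score at least 90 and every replicate individually at or above 90; inconclusive = only one of the two criteria met; inactive = neither criterion met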;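 also: higher luciferase means less miR-122 activity so hits act as miR-122 inhibitors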
INS-1E GSIS act = GLuc luminescence reporter in INS-1E cells, primary screen for activators of glucose-dependent secretion of insulin; hit rate 0.61% among 370,000; INS-1E GLuc reporter insulin secretion, 2-3 h; activation, % at 16.6 µM; AID 743287, 2014;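 active = lowest replicate activation of at least 40%, so every replicate reaches that level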;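 also: 0% = median of neutral control wells and 100% = median of IBMX positive control wells; some compounds called inactive have numbers as strong as hits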
FN deposit inh = inhibitors of fibronectin matrix deposition, primary screen, AH1F cells, Alexa488-fibronectin fluorescence, plate reader. AH1F fibroblasts, overnight. AID 743247, 2014. hit rate 0.086% among 350,000. inhibition, % at 12.6 µM;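 active = mean inhibition across replicates of 30% or more, regardless of how many single replicates reach that level; inconclusive = mean under 30% yet at least half of replicates reach 30%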;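 also: positive control wells lacked labelled fibronectin entirely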
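Material: AH1F fibroblasts assembling fluorescent fibronectin matrix; amount: 10000 AH1F cells/well; medium: DMEM, 2% serum; reagent: Alexa488-fibronectin, 24 nM final in well; dosing: single compound dose, delivered by pin transfer; incubation: 1 h adhesion, overnight exposure; detection: fluorescence after three HBSS washes, excitation 485 nm, emission 525 nm; measure: fibronectin deposition inhibition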
* marks the source's active call; other numbers are inactive results; u = inconclusive; x = no result given; & = joins results of further samples; [ ] = remark or other dose.

SMILES	EWS-Fli inh	PAX8 reporter	CFTR F508del cor	DENV2 CPE	miR122 inh	INS-1E GSIS act	FN deposit inh
C[C@H](CO)N1C[C@H](C)[C@@H](CN(C)C(=O)c2ccccc2)Oc2ncc(C#Cc3ccccc3)cc2C1=O	-2	-11	x	0	-6[16.7 µM]	-20	1
CC(=NNC(=S)N1CC2CCC(CC2)C1)c1cnccn1	3	16	11*	5	x	17	-3
COc1ccc(Br)cc1CN(C)C(=O)c1ccccc1SCC(=O)N1CCCC1	7	x	-1.4	-10	72	14	2
Cn1cc(CN(Cc2ccccn2)C[C@@H]2CCC(=O)N2)c(-c2ccccc2F)n1	10	-1	0.2	-1	x	12	-6
Cc1ccc(-n2c(CNC(=O)c3cccs3)nnc2SCC(=O)NO)cc1	-3	7	-1.0	1	-2	30	3
OC[C@@H]1[C@@H](c2ccccc2)[C@@H](CNCC2CCC2)N1CC1CC1	4	3	-0.2	-2	42[16.7 µM]	-7	-7
CO[C@H]1CN(C)C(=O)c2ccc(NC(=O)C3CCCCC3)cc2OC[C@@H](C)N(Cc2nccs2)C[C@H]1C	-1	6	0.0	-4	2[16.7 µM]	-23	1
COc1ccc(CCNCC(O)COc2cccc(C(C)=O)c2)cc1OC (configuration not stated)	8	2	0.1	6	x	-14	-5
COc1ccccc1C(NC(C)=O)c1c(O)ccc2ccc(O)cc12 (configuration not stated)	-1	6	-2.9	1	-4	-6	1
CC(=O)N(C)C[C@@H]1Oc2cc(C#Cc3ccncc3)ccc2S(=O)(=O)N([C@H](C)CO)C[C@@H]1C	-13	x	1.0	12	-9[16.7 µM]	25	-24
COCC#Cc1ccc([C@@H]2[C@H](CO)N3C(=O)CN(C(=O)c4ccncc4)C[C@@H]23)cc1	5	-13	2.0	-2	x	8	-1
COc1cc(SC)ccc1C(=O)NCCOc1ccc(C)c(C)c1	-4	-3	-0.3	-16	0	x	-1
Cc1ccc(-n2nnnc2Sc2nc([N+](=O)[O-])nn2C)cc1	35	-3	x	-2	-5	2	5
Cc1ccc(C)c(CSc2nnc([C@@H](N)C(C)C)o2)c1	x	2	x	x	-20	x	-3
C[C@H](CO)N1C[C@H](C)[C@H](CN(C)S(=O)(=O)c2ccc(Cl)cc2)Oc2c(NC(=O)C3CCCCC3)cccc2C1=O	6	17	-2.0	-2	-2[16.7 µM]	-19	x
O=C(COC(=O)c1ccc[nH]c1=O)Nc1ccc(N2CCCCC2)cc1	75*	18	1.4	1	3	5	-3
COc1ccc(NC(=O)Cc2c(SC)c3ccccc3n2Cc2ccccc2)cc1	x	17	x	x	x	97*	5
Cc1ccc(NC(=O)c2ccc(Cn3cc([N+](=O)[O-])cn3)cc2)c(C)c1	-5	33	0.9	1	-10	0	12
O=C(COC(=O)/C=C/c1ccccc1)Nc1ccccc1Br	1	4	0.4	u	-4	-2	1
C[C@H](CO)N1C[C@H](C)[C@@H](CN(C)C)Oc2cc(C#CCN(C)C)ccc2S1(=O)=O	-8	x	-0.9	8	-9[16.7 µM]	12	5
CCOc1ccccc1NC(=O)N1CCC(NC(=O)c2ccccc2C)CC1	x	2	x	x	-4	x	-4
CCOC(=O)Cc1csc(SCC(=O)Nc2cccc(C#N)c2)n1	x	-8	x	x	-1	x	-1
Cc1ccc(-n2ncc3c(NCCCN4CCOCC4)ncnc32)c(C)c1	-6	4	0.4	-1	-2	5	-1
C[C@H](CO)N1C[C@H](C)[C@H](CN(C)S(=O)(=O)c2cccs2)Oc2ncc(Br)cc2C1=O	-5&-7	-9	-2.7&2.7	-1&-9	16[16.7 µM]	1&18	-5&-10
N=C1/C(=C\c2ccc(OC(=O)c3ccc(F)cc3)cc2)C(=O)N=C2SC(N3CCCC3)=NN12	-4	-12	2.6	0	x	x	-8
Further records
SMILES	EWS-Fli inh	PAX8 reporter	CFTR F508del cor	DENV2 CPE	miR122 inh	INS-1E GSIS act	FN deposit inh
Cc1cc(C)cc(N(CC(=O)NC(C)(C)C)C(=O)CCC(=O)Nc2nccs2)c1	6	14	0.7	-8	-8	-2	6
CNC[C@H]1Oc2ccc(NS(=O)(=O)c3ccc(OC)cc3)cc2CC(=O)N([C@H](C)CO)C[C@H]1C	-2	0	-2.3	x	3[16.7 µM]	-10	x
CCc1nc2ccc(C(=O)NCCCN3CCCC3=O)cn2c1N(C)CCC(C)C	-3	12	-0.5	-2	2	0	1
C[C@@H]1CN([C@@H](C)CO)C(=O)Cc2cc(NC(=O)NC3CCCCC3)ccc2O[C@H]1CN(C)C	4	-15	-0.2	17	-1[16.7 µM]	3	-27
CCOC(=O)c1cc(C#N)c(SC)nc1C	7	-3	-1.7	-6	x	1	4
CCOc1ccc2[nH]c3c(c2c1)CNCC3	-6	-6	0.6	-7	-6	11	-8
Cc1c(CCO)sc[n+]1CC(=O)OCCC12CC3CC(CC(C3)C1)C2	-8	4	-0.9	7	x	-1	-6
O=C(COC(=O)c1cccc(S(=O)(=O)N2CCc3ccccc32)c1)NCc1ccco1	-14	13	-0.6	1	x	0	-2
C(=N\Nc1nc(-c2ccccc2)cs1)/c1ccco1	x	-106	x	x	-5	0	-1
CC(=O)N(C)C[C@H]1Oc2ncc(C#Cc3ccc(F)cc3)cc2C(=O)N([C@H](C)CO)C[C@@H]1C	-1	-25	0.1	x	-5[16.7 µM]	12	12
COc1ccc(-c2cc(N3C(=O)Nc4ccccc4N3O)n[nH]2)cc1	x	-14	x	x	20	13	-2
COC(=O)C[C@@H]1CC[C@@H]2[C@H](COc3ccc(NC(=O)Nc4cccc(Cl)c4)cc3C(=O)N2C)O1	59*	-9	0.8	-4	-9[16.7 µM]	-18	9
CCOC(=O)N1CCN(C(=O)/C(=C/c2cccs2)NC(=O)c2cccs2)CC1	1	2	2.4	2	83	0	-4
Cc1noc(C)c1S(=O)(=O)Nc1ccc2c(c1)C(=O)N([C@@H](C)CO)C[C@@H](C)[C@H](CN(C)S(=O)(=O)c1ccccc1)OCCCC[C@H](C)O2	-12	12	-0.3	5	1[16.7 µM]	-21	7
COc1ccc(-c2nn(-c3ccccc3)cc2/C=C/C(=O)N2CCOCC2)cc1OC	4	-2	-0.2	-1	-7	-7	-12
COC(=O)C[C@@H]1CC[C@@H]2[C@H](COc3ccc(NS(C)(=O)=O)cc3C(=O)N2C)O1	-8	-2	0.6	-2	-12[16.7 µM]	-5	8
C[C@@H]1CCCCO[C@H](CN(C)CC2CC2)[C@@H](C)CN([C@@H](C)CO)C(=O)c2cc(NS(=O)(=O)c3ccccc3)ccc2O1	x	8	0.0	-3	-6[16.7 µM]	-13	x
CCc1ccc(N(CC(=O)NC2CCCC2)C(=O)CCC(=O)Nc2cc(C)on2)cc1	14	14	-2.7	-4	x	0	-6
Cn1nc(C(C)(C)C)c([N+](=O)[O-])c1C(=O)Nc1cccc2ccccc12	-8	10	2.5	-15	3	x	-1
COc1ccc(CN2C(=O)CCC2(C)c2nc3ccccc3[nH]2)cc1 (configuration not stated)	-4	-14	-4.6	-10	-6	33	-2
Cc1ccc(NC(=O)c2ccco2)c(NC(=O)c2ccccc2)c1	-6	-8	-0.3	2	4	32	3
CSCc1cc(N2CCCC2)nc(-c2ccccc2)n1	2	10	0.1	-7	x	3	-1
O=C(NCC1CCN(C(=O)c2ccc([N+](=O)[O-])cc2)CC1)c1ccc([N+](=O)[O-])cc1	-2	14	2.7	-2	-1	-4	11
CCc1ccccc1NC(=O)c1cc(S(=O)(=O)N2CCc3ccccc32)cn1C	-5	12	-1.9	-5	-4	x	-6
O=c1nc2ccc(Cl)cn2c2ccc(S(=O)(=O)N3CCCCC3)cc12	x	6	0.4	1	x	-5	-5
Following part
SMILES	EWS-Fli inh	PAX8 reporter	CFTR F508del cor	DENV2 CPE	miR122 inh	INS-1E GSIS act	FN deposit inh
Cc1cccc(Cn2c(=O)n(-c3ccc(CC(=O)NCc4ccco4)cc3)c(=O)c3sccc32)c1	38	46	2.7	-5	27	0	-4
C[C@@H]1CN([C@@H](C)CO)C(=O)Cc2cc(NC(=O)Nc3ccc(F)cc3)ccc2O[C@H]1CN(C)S(C)(=O)=O	3	-12	-3.6	-6	-4[16.7 µM]	6	-5
COc1ccc(S(=O)(=O)N(C)C[C@H]2Oc3ccc(NC(=O)NC4CCCCC4)cc3CC(=O)N([C@H](C)CO)C[C@@H]2C)cc1	15	x	1.0	16	-2[16.7 µM]	5	14
C[C@@H]1CCCCO[C@@H](CN(C)S(C)(=O)=O)[C@H](C)CN([C@@H](C)CO)C(=O)c2cc(NS(=O)(=O)c3ccccc3)ccc2O1	-13	-28	-0.4	1	15[16.7 µM]	2	x
C[C@@H](NC(=O)[C@@H]1[C@@H](CO)[C@@H]2Cn3c(ccc(-c4cccnc4)c3=O)[C@@H]2N1C)c1ccccc1	0	13	-0.3	2	1[16.7 µM]	8	x
O=C(c1ccc2c(=O)n(Cc3ccccc3)c(=S)[nH]c2c1)N1CCCC1	6	-8	3.1	-5	-6	26	-2
Cc1cc(-c2nn3c(-c4ccccc4)nnc3s2)c2ccccc2n1	x	x	x	x	-5	-14	8
O=C(Nc1nnc(-c2ccc3c(c2)CCCC3)o1)c1ccccc1Cl	13	-23	-2.1	8	0	x	-2
CCOC(=O)c1sc2nc(SCC(=O)NCc3ccco3)n(Cc3ccccc3)c(=O)c2c1C	-1	-19	x	x	x	22	x
CCCSc1ccc(-c2nn(-c3ccccc3)cc2/C=C(/C#N)C(=O)N2CCOCC2)cc1	-38	46	-1.1	10	1	-24	3
CC1CCc2c(C(=O)OCC(=O)Nc3cccc(S(=O)(=O)N4CCCCCC4)c3)csc2C1 (configuration not stated)	6	3	x	5	x	-9	0
CCC(=O)N(C)C[C@@H]1Oc2cc(Br)ccc2S(=O)(=O)N([C@H](C)CO)C[C@@H]1C	-3	x	-0.6	8	2[16.7 µM]	32	-8
Cc1ccc(NC(=O)CCC(=O)N/N=C/c2ccc(O)cc2O)cc1	6	13	2.9	8	-2	-4	-9
COc1cccc(/C=C/C(=O)NCc2ccc(S(N)(=O)=O)cc2)c1	-4	-12	7.1	6	-3	-7	3
COc1ccc(N2COC3c4cccc5cccc(c45)C32)cc1 (configuration not stated)	x	3	x	x	12	x	-4
Cc1noc(C)c1S(=O)(=O)Nc1ccc2c(c1)C(=O)N([C@@H](C)CO)C[C@@H](C)[C@@H](CN(C)Cc1ccccc1)OCCCC[C@H](C)O2	9	27	1.9	4	4[16.7 µM]	-14	-2
O=S(=O)(Nc1cccnc1)c1cccs1	x	10	x	x	-1	x	-2
O=C1c2ccccc2C(Nc2cccc(C(F)(F)F)c2)N1Cc1ccco1 (configuration not stated)	x	19	x	x	2	x	-20
O=C(NCC[C@@H]1CC[C@@H](NS(=O)(=O)c2cccc(F)c2)[C@@H](CO)O1)C1CCOCC1	0	x	1.4	6	x	12	x
Cc1noc(C)c1S(=O)(=O)N(C)C[C@@H]1OCCCC[C@@H](C)Oc2ccc(NC(=O)Cc3ccccc3)cc2C(=O)N([C@@H](C)CO)C[C@H]1C	6	-6	0.5	-19	0[16.7 µM]	-13	x
O=C(COC(=O)/C=C/c1ccc(S(=O)(=O)N2CCOCC2)cc1)Nc1ccc(F)c(F)c1F	-1	-14	-0.5	-4	-9	-15	x
O=C(CSc1nnc(-c2cccnc2)o1)Nc1ccc(F)cc1	-27	-61	-5.4	5	1	-14	-2
Cc1cc(Cl)c(S(=O)(=O)N2CCN(c3ccccn3)CC2)cc1OCC(=O)NC1CCCCC1	-1	13	-0.4	-3	x	-30	-23

Screening results as filed in PubChem BioAssay.
